Bioassay records as filed in PubChem.
ssDAF-12 act = activators of S. stercoralis DAF-12 nuclear receptor; HEK293 ssDAF-12/GRIP1 lit1-tk-luc reporter, luminescence; % of 3 µM dafachronic acid response; activation, % at 6.8 µM; 370,000 tested, 1% active;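 active = activation above the mean over all tested compounds plus 3 SD, cut at about 0.9% in these data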;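 note: 0% = DMSO-only wells and 100% = 3 µM delta7-dafachronic acid wells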
DAX1 inh-1 = blocks DAX1 repression of SF-1 activated StAR promoter | AID 652010 | inhibition, % at 6.8 µM | HEK293T StAR-luciferase reporter, SF-1/DAX-1 repression relief | 370,000 tested, 1.1% active;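 active = inhibition above the mean over all tested compounds plus 3 SD, cut at about 3.6% in these data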;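 note: 0% = DAX-1 cells with DMSO and 100% = cells lacking DAX-1 with DMSO; higher inhibition means more luminescence from relief of DAX-1 repression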
PG9 Ab binder = small molecules binding HIV-1 gp120 antibody PG9. AID 624416. TR-FRET gp120-PG9 antibody binding. inhibition, % at 6.7 µM. 360,000 tested, 0.43% active; in the data active = inhibition above about 8.5%
hgDAF12 agonist = activates the H. glycines DAF-12 receptor ligand-binding domain; HEK293 GAL4-hgDAF12 UAS-luciferase reporter, agonist luminescence; normalized to butyrate control; AID 687014; 370,000 tested, 1.8% active; activation, % at 6.8 µM;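 active = activation above a cutoff set at the mean of all screened compounds plus 3 SD, cut at about 10% in these data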;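 note: 0% = DMSO wells and 100% = sodium butyrate wells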
GC-A act = GC-A (human) enzyme activation | 370,000 tested, 0.14% active | AID 1671463 | activation, % at 10 µM | P16066 | HEK293 GC-A cells, cGMP TR-FRET, EC30 ANP; 0% at EC30 ANP, 100% saturating ANP; in the data active = activation above about 40%
SMARCA2 activ = activators of SMARCA2 function. MG213 cells, MMTV-luciferase reporter, dexamethasone, overnight. activation, % at 9.1 µM. 370,000 tested, 1% active; in the data active = activation above about 7.8%;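 note: 0% = vehicle wells and 100% = reference activator wells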
ADAM10 inh = inhibitors of human ADAM10. 370,000 tested, 0.62% active. AID 720582. O14672. inhibition, % at 7 µM. recombinant ADAM10, EDANS/DABCYL FRET peptide cleavage, 3 h;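 active = inhibition above a per-campaign cutoff equal to the mean of compounds falling between control-based bounds plus 3 SD, cut at about 20% in these data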;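 note: 0% = DMSO wells while the 100% control is not disclosed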
DAX1 inh-2 = inhibitors of human orphan nuclear receptor DAX1 (NR0B1); P51843; HEK293 Gal4-DAX1 luciferase reporter, luminescence; inhibition, % at 6.75 µM; 340,000 tested, 0.99% active; AID 504766;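 active = inhibition above the mean over all tested compounds plus 3 SD, cut at about 4.2% in these data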;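 note: 0% = DAX1-transfected cells with DMSO and 100% = empty-vector control cells with DMSO; inhibition shows as a rise in luminescence from relieved DAX1 repression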
Target sequence (P51843 207-470 limits assumed): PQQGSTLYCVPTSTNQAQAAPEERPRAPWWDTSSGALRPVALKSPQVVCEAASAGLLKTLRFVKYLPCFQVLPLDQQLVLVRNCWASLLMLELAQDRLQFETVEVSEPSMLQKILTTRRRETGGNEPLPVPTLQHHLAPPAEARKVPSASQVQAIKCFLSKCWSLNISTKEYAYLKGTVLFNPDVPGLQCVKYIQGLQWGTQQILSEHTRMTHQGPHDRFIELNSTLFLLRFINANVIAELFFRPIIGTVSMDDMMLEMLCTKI
hcDAF-12 act = H. contortus DAF-12 activation, primary screen; HEK293 hcDAF-12 lit1-tk-luc reporter, luminescence; 0% DMSO, 100% Δ7-dafachronic acid; activation, % at 6.8 µM; 370,000 tested, 1.4% active;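 active = activation above the mean of all tested compounds plus 3 SD, cut at about 5.5% in these data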;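 note: 100% = response to 3 µM Δ7-dafachronic acid high control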
FXN GAA850 act = increases GAA850 frataxin promoter reporter activity; activation, % at 6 µM; 360,000 tested, 0.56% active; HEK293 lucGAA850 FXN promoter luciferase reporter, 24 h; percent of 10 µM SAHA response;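 active = activation above the average of all compounds screened plus 3 SD, cutoff fixed separately per campaign, cut at about 7.5% in these data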;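 note: 0% = DMSO wells and 100% = 10 µM SAHA wells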
ADAM17 inh = ADAM17 inhibition, QFRET primary screen; P78536; recombinant ADAM17, EDANS/DABCYL FRET peptide cleavage; inhibition, % at 6.95 µM; 370,000 tested, 0.83% active;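 active = inhibition above the mean of compounds lying between control limits plus 3 SD, set per campaign, cut at about 8.5% in these data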;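 note: 0% = DMSO-only wells as the low control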
Target sequence (P78536 215-824 limits assumed): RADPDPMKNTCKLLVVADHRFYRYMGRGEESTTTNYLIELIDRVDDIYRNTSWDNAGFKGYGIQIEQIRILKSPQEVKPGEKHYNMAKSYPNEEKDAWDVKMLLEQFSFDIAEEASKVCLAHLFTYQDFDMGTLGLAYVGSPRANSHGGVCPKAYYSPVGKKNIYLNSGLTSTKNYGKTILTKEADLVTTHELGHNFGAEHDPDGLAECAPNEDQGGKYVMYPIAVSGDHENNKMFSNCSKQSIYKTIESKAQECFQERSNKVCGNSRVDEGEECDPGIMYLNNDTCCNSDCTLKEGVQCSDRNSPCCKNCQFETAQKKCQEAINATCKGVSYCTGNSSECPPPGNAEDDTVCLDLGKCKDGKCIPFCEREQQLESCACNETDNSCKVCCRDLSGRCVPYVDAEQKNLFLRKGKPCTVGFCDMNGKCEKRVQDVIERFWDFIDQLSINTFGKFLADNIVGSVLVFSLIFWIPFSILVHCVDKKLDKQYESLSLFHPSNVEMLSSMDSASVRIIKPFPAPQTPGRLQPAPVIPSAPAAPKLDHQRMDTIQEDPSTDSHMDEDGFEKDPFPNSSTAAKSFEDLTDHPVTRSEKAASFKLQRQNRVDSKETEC
An asterisk follows results filed as active; . = not tested or not shown.

SMILES	ssDAF-12 act	DAX1 inh-1	PG9 Ab binder	hgDAF12 agonist	GC-A act	SMARCA2 activ	ADAM10 inh	DAX1 inh-2	hcDAF-12 act	FXN GAA850 act	ADAM17 inh
Cc1cccc(OCC(=O)NNC(=O)CCN2CCN(c3ccccc3)CC2)c1C	-1.3	-1.7	0.8	0.3	1	-5	6	0.6	-2.0	0.1	-1
COCCNC(=O)C(c1ccncc1)N(Cc1ccccc1)C(=O)Cn1nnc2ccccc21 (stereo not drawn)	-1.7	0.7	0.8	3.1	-2	2	-2	0.3	2.0	5.1	-1
COC(=O)N1C2CCCCC2=NN(c2ccccc2)N1C(=O)OC (stereo not drawn)	-1.2	1.7	-0.6	-3.7	3	2	3	.	0.4	.	1
COc1cc(C=CC(=O)c2cc(OC)c(OC)c(OC)c2)cc(OC)c1OC	-2.2	-8.3	0.3	-9.9	1	-4	5	-3.5	-4.9	-7.2	2
Cc1cccc(/C(N)=N/OC(=O)c2ccncc2)c1	0.4	9.4*	-1.5	16*	0	5	5	1.2	2.7	1.9	-3
CC(C)C(CCNCc1ccccn1)c1ccc(Cl)cc1 (stereo not drawn)	-0.7	-0.1	-2.0	-1.3	-52	2	3	-0.8	-0.2	-0.3	2
O=C(c1ccoc1)N1CCN(c2cc(-c3cccc(F)c3)nc3cc(-c4cccc(Cl)c4)nn23)CC1	-0.8	0.8	0.3	4.2	-1	-4	-89	0.5	0.7	-0.5	-26
CCOc1ccccc1NC(=S)N1CCCCCC1	-1.0	0.6	0.4	-0.1	2	0	-1	0.7	-0.4	-1.8	-1
O=C(CCc1ccccc1)NNC(=S)NCCc1ccccc1	-0.2	-0.4	-0.8	0.4	4	1	6	0.6	1.8	1.5	-1
CCCS(=O)(=O)N1CCC(C(=O)N2CCC(Cc3ccccc3)CC2)CC1	-1.5	-0.3	-1.1	0.2	7	1	-4	-1.9	-1.6	-2.4	-5
COc1ccc(/C=C2\SC(=S)N(CCCCCC(=O)Nc3cc(C)on3)C2=O)cc1OC	-1.1	-0.2	-3.3	1.5	-4	-1	1	0.1	-0.7	-1.1	3
COc1ccc(NC(=O)[C@H](C)NS(=O)(=O)c2ccc(NC(C)=O)cc2)cc1Cl	-1.6	1.3	-0.8	-1.1	4	-1	-7	0.2	-0.4	-0.8	-5
CCc1ccc(NC(=O)Nc2ccon2)cc1	-0.5	4.6*	-1.2	5.1	1	2	2	2.9	2.6	3.8	2
CCCNc1nc2c(c(=O)n(C)c(=O)n2C)n1CCCc1ccccc1	-1.1	0.2	-0.6	4.3	8	0	-5	1.0	-0.6	-1.7	-5
CC1CC(C)CN(C(=O)COC(=O)C2CCN(S(=O)(=O)c3ccc4c(c3)OCCO4)CC2)C1 (stereo not drawn)	-0.3	2.2	-3.0	-1.7	-1	-4	15	-0.9	-1.4	1.3	6

2 entries from above in a different format.
CC(C)C(CCNCc1ccccn1)c1ccc(Cl)cc1 (stereo not drawn)
  ssDAF-12 act = -0.7; DAX1 inh-1 = -0.1; PG9 Ab binder = -2.0; hgDAF12 agonist = -1.3; GC-A act = -52; SMARCA2 activ = 2; ADAM10 inh = 3; DAX1 inh-2 = -0.8; hcDAF-12 act = -0.2; FXN GAA850 act = -0.3; ADAM17 inh = 2
O=C(c1ccoc1)N1CCN(c2cc(-c3cccc(F)c3)nc3cc(-c4cccc(Cl)c4)nn23)CC1
  ssDAF-12 act = -0.8; DAX1 inh-1 = 0.8; PG9 Ab binder = 0.3; hgDAF12 agonist = 4.2; GC-A act = -1; SMARCA2 activ = -4; ADAM10 inh = -89; DAX1 inh-2 = 0.5; hcDAF-12 act = 0.7; FXN GAA850 act = -0.5; ADAM17 inh = -26

Remaining list, next part
SMILES	ssDAF-12 act	DAX1 inh-1	PG9 Ab binder	hgDAF12 agonist	GC-A act	SMARCA2 activ	ADAM10 inh	DAX1 inh-2	hcDAF-12 act	FXN GAA850 act	ADAM17 inh
COc1ccccc1NC(=O)C1=C(C)NC2=C(C(=O)CCC2)C1c1ccc(C)o1 (stereo not drawn)	-1.5	0.2	-1.9	-0.7	-39	-1	-16	1.0	2.3	1.2	-4
Cc1ccc(C(=O)Nn2cnc3scc(-c4cccs4)c3c2=O)c(O)c1	-0.5	-0.4	2.2	0.5	1	-3	-4	0.3	0.4	-1.1	-3
Cn1ncc(Br)c1C(=O)NC12CC3CC(CC(C3)C1)C2	-1.3	0.3	-1.2	-1.5	1	-4	-4	-1.2	-1.6	1.0	2
COc1ccc(OC)c(NC(=O)c2cc(-c3ccc(C)cc3O)n[nH]2)c1	-1.1	0.2	0.3	-1.1	1	-2	0	-0.8	-0.7	1.3	0
Cc1cc([N+](=O)[O-])ccc1NC(=O)Cc1ccc(F)cc1	-0.6	-0.6	0.4	-1.0	5	1	9	-1.2	0.2	-0.4	2
O=C(Oc1ccc2c(c1)OCO2)c1cc2c(s1)CCC2	-0.8	0.2	0.1	-1.4	-22	2	4	-0.2	-1.0	-0.1	-3
COc1cc(Cl)ccc1OC1(C)CCN(Cc2cccn2-c2nccs2)C1 (stereo not drawn)	-1.4	-1.0	-0.6	1.7	-28	-5	-6	.	1.7	-1.5	-2
Cc1oc(=O)cc(OCc2ccccc2)c1C	-1.1	1.1	-1.7	0.7	-3	-3	-12	-0.4	1.6	-0.1	-4
CC(C)NCC(=O)C12CC3CC(CC(C3)C1)C2	-1.3	0.5	-3.2	1.8	-1	1	3	1.5	-0.8	0.1	-3
COc1ccc(OC)c(S(=O)(=O)N2CCCC2C(=O)NC(C)c2ccccc2)c1 (stereo not drawn)	-1.0	0.2	-1.1	1.8	-3	-2	-8	3.0	-1.9	0.9	-3
Cc1ccc(NC(=O)Nc2cccc([N+](=O)[O-])c2)cc1F	-1.9	0.6	-1.2	5.4	-6	-7	12	-1.5	1.4	2.4	7
Cc1ccc(C(=O)OCC(=O)N2CCCCCC2)cc1S(=O)(=O)N1CCOCC1	-1.6	-0.6	1.4	1.0	1	-3	-2	0.8	-0.8	0.5	1
Cc1nc2c(OCc3ccc(C(F)(F)F)cc3)cccn2c1N(C)CC1CC1	-1.2	-0.9	-2.8	0.6	4	-3	-19	.	-0.5	-1.0	-1
CN(C(=O)CCS(=O)(=O)c1ccc2c(c1)oc(=O)n2C)C1CCCCC1	-1.5	-0.4	-0.4	2.8	3	-2	-1	0.7	0.4	1.8	2
O=C(CN1CCN(C(=O)c2ccccc2)CC1)NC(=O)NCCC1=CCCCC1	-1.2	0.4	-0.8	-1.4	2	-4	12	-0.4	-1.3	-1.4	6
CCNC(=S)N(CCc1c(C)[nH]c2ccc(C)cc12)Cc1ccco1	-0.1	-1.2	1.4	-0.9	-8	-4	-15	-0.5	2.4	-0.6	-1
CC(C)COC(=O)c1ccc(N2C(=O)c3ccccc3C2=O)cc1	-0.4	0.5	-1.1	4.1	-5	-2	-8	0.4	-0.3	-1.0	1
Cc1ccc(-n2c(N)c(C(N)=O)sc2=S)c(C)c1	-0.8	-0.7	-0.8	0.2	6	0	6	0.7	-1.3	0.8	0
O=C(CN1C(=O)NC2(CCCC2)C1=O)NCc1ccc(Cl)cc1	-1.1	-0.3	0.4	2.3	3	-2	-8	-0.2	-0.5	1.5	-5
O=S(=O)(c1ccc(Br)s1)N1CCN(c2ccnc3cc(Cl)ccc23)CC1	-2.2	-0.6	-0.4	-4.4	-4	-8	11	.	-2.3	0.8	-3
CCC[N+](CC#Cc1ccccc1)(CCC)CC(=O)c1ccc(Cl)cc1	-0.7	-0.5	-1.0	-0.4	-2	-1	-3	0.5	-0.1	1.1	-3
O=C(NCCN1CCCCC1)Nc1ccc([N+](=O)[O-])cc1	-1.2	-0.5	-2.3	-0.2	5	-1	-1	8.7*	-0.2	1.9	3
CC(C)n1cnc2cc(NC(=O)c3ccco3)ccc21	-0.6	2.4	-0.7	9.8	6	9.6*	-4	-0.7	3.9	5.0	0
COc1ccc(CNC(=O)CN2CCN(c3cccc(C)c3C)CC2)cc1	-0.5	0.2	-1.1	-1.9	-2	1	11	1.7	-0.9	1.4	8
COc1ccc(Cl)cc1N1C(=O)CC(N2CCc3ccccc32)C1=O (stereo not drawn)	-0.9	0.2	0.7	-0.8	0	3	6	0.4	-2.2	0.6	3
COC(=O)C1CCN(C(=O)COc2cc3sc(C)nc3c3sccc23)CC1	-1.1	-1.3	-2.2	1.6	6	-3	-1	-0.8	0.6	-2.3	2
CC(=O)N1CCCc2cc(S(=O)(=O)N3CCCC(C(=O)Nc4cccc(F)c4)C3)ccc21 (stereo not drawn)	-1.2	-0.7	2.1	-6.3	-2	-2	4	-0.1	-0.9	-0.6	0
CC(=O)c1c(Cl)nc2ccc(Br)cc2c1-c1ccccc1	-1.1	0.3	-0.9	-1.9	-18	-1	3	0.8	1.5	1.5	2
Cc1cccc(Nc2ncnc(N)n2)c1	-0.7	0.5	0.6	5.5	-1	0	-14	-0.5	-0.8	4.1	-5
O=C(Cc1nc2ccccc2[nH]1)NCc1ccco1	-1.2	-0.2	1.8	-0.1	4	1	-17	-0.3	-0.6	-0.3	-7
CN(C)C(=O)N1CCN(C(=O)N2CCOCC2)CC1	0.8	0.1	-0.5	3.1	4	5	-5	-0.1	0.4	0.6	-4
O=C(CCCN1C(=O)/C(=C/c2ccccc2Cl)SC1=S)NNC(=O)c1ccccc1	-3.3	-1.7	-0.5	-16	-1	-11	-4	-2.4	-7.1	-17	-1
O=C(COc1ccccc1)Nc1ccc(Cl)c(-c2nc3ncccc3o2)c1	-1.3	0.0	0.2	1.1	2	-3	-2	1.2	-0.8	2.5	-7
N#Cc1ccccc1NS(=O)(=O)c1cc2c3c(c1)CCC(=O)N3CCC2	-1.2	-0.6	-1.5	-2.0	-1	-1	-7	-0.8	-0.6	0.9	-3
CCOC(=O)c1ccc(NC(=O)CC2Sc3ncnn3C2=O)cc1 (stereo not drawn)	-1.0	0.7	0.0	-0.1	2	-1	-9	-1.5	-2.1	2.2	0
O=C(NCN1CCN(CCO)CC1)c1cnccn1	-0.2	0.0	-0.4	-1.1	0	-4	0	-0.1	-1.5	0.4	-6
Cc1ccc(NC(=O)CN2C(=O)C(=O)N(C3CCCC3)C2=O)c(Cl)c1	-0.9	-2.6	0.3	0.1	2	3	0	-0.4	1.1	-2.9	-4
Cc1ccc(S(=O)(=O)N2CCC(=O)N(C(COCc3cccc(C)c3)Cc3ccccc3)CC2)cc1 (stereo not drawn)	-1.8	-0.4	-1.5	-0.8	2	0	15	-0.6	-1.4	-2.8	4
O=C(CCCn1ncn2c(cc3occc32)c1=O)N1CCc2ccccc2C1	-0.7	0.8	-1.0	0.8	-6	0	-7	1.5	2.3	-1.5	-3
COC(=O)C1C/C(=N\NS(=O)(=O)c2ccc(C)cc2)c2ccsc2C1 (stereo not drawn)	-1.7	-0.5	-0.3	-1.8	-1	-3	-6	-0.5	-2.3	0.6	4
C=C1CCN([C@@H](C)C(=O)OCc2ccc(C)cc2)S(=O)(=O)c2ccccc21	-1.2	-0.4	-1.3	0.3	0	1	-1	1.3	-3.0	1.3	2
COc1ccc(C(=O)Nc2ccccc2C(=O)NCc2ccco2)cc1	-1.5	-0.7	-1.0	-1.0	-3	2	12	-1.9	-3.0	0.3	5
Cc1cc2c(nc1C)CCCN2S(=O)(=O)c1cccs1	-1.1	0.3	0.0	-0.9	1	3	-7	.	0.3	.	-2
